# Giardia kill: kills Giardia lamblia; activity change, % at 7.66 µM, hits read low; 340,000 tested, 0.15% active; Giardia lamblia trophozoite viability; in the data active = activity change below about -80%; inconclusive = between about -30% and that limit;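 note: parasites exposed to compound for two days anaerobically before the ATP read; % is set by controls: 0 for no effect and ±100 for the full control effect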
#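 Each well holds 100 Giardia trophozoites and compound. After two days (48 hrs) at 37 deg C in anaerobic conditions, ATP is quantified by luminescence.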
# B2AR arrestin: agonists driving beta-arrestin recruitment to human beta2-adrenergic receptor; beta-arrestin recruitment to beta2AR, cell-based reporter; Potency, µM (highest dose often 46.1 µM), for the others: at the top dose activation, hits mostly activators; 330,000 tested, 0.02% active; P07550;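 note: potency is the fitted concentration of half-maximal effect; 0% = DMSO controls and full agonism = EC100 isoproterenol or metaproterenol; nearly all actives have a fitted effect of over 65% in size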
# TSG101-PTAP inh: blocks PTAP/TSG101 interaction to inhibit HIV-1 budding; 340,000 tested, under 10 active; Potency, µM (series often up to 115 µM), for the others: top-dose activity change, negative = inhibition, hits mostly inhibitors; Q99816; AID 493005; Fluorescence polarization, FITC-PTAP peptide / Tsg101 binding; active = well fitted inhibition curve with a large enough effect in the main read-out, with a control signal flat, not every such curve was filed as active; inconclusive = small, poorly fitted or top-dose-only effect, or effect the other way, or a change in a side signal; inactive = no such curve, though single readings can be large or run the other way; note: potency is the fitted concentration of half-maximal effect; % of control where 0% means no effect
# Target sequence (Q99816 whole entry, looked up): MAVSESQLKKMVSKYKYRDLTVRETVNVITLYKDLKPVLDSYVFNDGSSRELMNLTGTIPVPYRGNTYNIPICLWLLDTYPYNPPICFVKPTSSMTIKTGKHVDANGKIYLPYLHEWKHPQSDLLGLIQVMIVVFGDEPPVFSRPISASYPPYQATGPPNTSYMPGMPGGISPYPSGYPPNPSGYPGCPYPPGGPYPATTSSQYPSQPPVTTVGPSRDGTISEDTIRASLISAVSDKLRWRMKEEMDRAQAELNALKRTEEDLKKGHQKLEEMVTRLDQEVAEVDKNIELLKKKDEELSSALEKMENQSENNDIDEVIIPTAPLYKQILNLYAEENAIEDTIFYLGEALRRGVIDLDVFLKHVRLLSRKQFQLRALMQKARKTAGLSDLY
#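 Fluorescence polarization binding of Tsg101 binding domain (10 uM final) to FITC-labeled PTAP peptide (50 nM final) in HEPES pH 7.5 buffer with NaCl, Tween 20, EDTA, TCEP. Compounds added before peptide; binding 20 min at RT.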
# FBPA coupling cs: inhibits coupling enzyme system, counter-screen for aldolase hits; coupling enzyme system counterscreen, AmpLite Red fluorescence; activity change, negative = inhibition, % at 58.2 µM, hits read low; 290,000 tested, 0.67% active; in the data active = activity change below about -30%; note: % is set by controls: 0 for no effect and ±100 for the full control effect
#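 Fluorescence at 525 nm excitation and 598 nm emission measured inhibition of the coupled detection system without aldolase. Compounds (at 57.5 uM final) were preincubated 10 min at room temperature with coupling enzyme reagent before a 20 min substrate/AmpLite Red step.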
# BCR signal inh: blocks chronic active B-cell receptor signaling; ABC-DLBCL IkBa-CBG/CBR reporter, luminescence ratio, 4 h; 340,000 tested, 0.05% active; Potency, µM (top dose mostly 46.1 µM), for the others: at the highest dose ratio change, negative = lower green/red ratio, usual class: inhibitors; AID 493014; active = well fitted inhibition curve with a large enough effect in the signal ratio, with a control signal flat, not every such curve was filed as active; inconclusive = small, poorly fitted or top-dose-only effect, or effect the other way, or a change in a side signal; the % refers to the signal ratio;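 note: potency is the fitted concentration of half-maximal effect; plate controls were basal doxycycline-induced cells for no effect and cells given 10 µM MG132 for full effect; MG132 reads +100%, hits lower the ratio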
#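 Doxycycline induced both beetle luciferases in TMD8 lymphoma cells; IKK-driven degradation limits the IkappaBalpha-fused green signal, while red luminescence normalises for cell number and nonspecific effects. Compounds tested up to 46 uM, 4 hrs.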
# Menin MLL FP TR: inhibitors of human menin-MLL interaction, mutant MLL peptide; O00255; Menin + Texas Red MLL mutant peptide, fluorescence polarization; Potency, µM (series often up to 61.6 µM), for the others: at the highest dose FP activity change, negative = inhibition, most hits filed as inhibitors; 270,000 tested, 0.23% active; active = well fitted inhibition curve with a large enough effect in the polarisation, with a control signal flat, not every such curve was filed as active; inconclusive = small, poorly fitted or top-dose-only effect, or effect the other way, or a change in a side signal; inactive = no such curve, though single readings can be large or run the other way; the % refers to the polarisation; note: potency is the fitted concentration of half-maximal effect; % of control where 0% means no effect; many of its hits are not listed in these tables
# Integrin act MD: activators of alpha7 integrin expression for muscular dystrophy; Potency, µM (series often up to 38.3 µM), without a hit: at the highest dose activation, hits mostly activators; 350,000 tested, 0.064% active; alpha7betagal myoblasts, beta-gal FDG fluorescence, 48 h;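 note: potency is the fitted concentration of half-maximal effect; 100% = response of the positive control SU9516; nearly all actives have a fitted effect of over 60% in size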
#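 alpha7betagal+/- myoblasts (passage 13, 250/well) treated 48 h at 37C with compounds at 1:260 dilution of DMSO stock. Lysed, then beta-galactosidase activity read as FDG fluorescence (ex 480/em 540) after 30 min, with pre-read for autofluorescence.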
# PKM2 act: increases activity of human pyruvate kinase M2; P14618; purified PKM2, Kinase-Glo ATP luminescence, activation; response scale: 0% is enzyme alone, no compound; Potency, µM (titrated, usually from 57.5 µM), without a hit: at the top dose activation, actives largely listed as activators; 260,000 tested, 0.34% active; AID 1631; note: potency is the fitted concentration of half-maximal effect; % is set by controls: 0 for no effect and ±100 for the full control effect; nearly all actives have a fitted effect of over 55% in size
#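 hPK-M2, >95% pure; 0.1 mM ADP / 0.5 mM PEP final; imidazole pH7.2 buffer w/ 7 mM MgCl2, 50 mM KCl; 1 h RT; Kinase-Glo lum. Intermediate enzyme activity for dual inhibitor/activator qHTS.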
# GALK inhibitor: blocks human galactokinase activity; Potency, µM (highest dose often 57.5 µM), without a hit: at the highest dose activity change, negative = inhibition, hits mostly inhibitors; 270,000 tested, 0.007% active; AID 1868; Purified GALK, Kinase-Glo residual ATP luminescence; note: potency is the fitted concentration of half-maximal effect; % is set by controls: 0 for no effect and ±100 for the full control effect
#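 5 nM enzyme, 35 uM ATP, 100 uM galactose, 20 mM HEPES pH8.0, 5 mM MgCl2; 1 h RT; residual ATP by Kinase-Glo Plus luminescence, qHTS format.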
# Tb PFK inh: T. brucei PFK enzyme inhibition | O15648 | T. brucei PFK, ADP-Glo luminescence | Potency, µM (series often up to 57.5 µM), for inactives: at the top dose activity, negative = inhibition, hits mostly inhibitors | 330,000 tested, 0.17% active | AID 485367;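 note: potency is the fitted concentration of half-maximal effect; 0% = uninhibited 1x PFK enzyme wells and -100% = no-enzyme wells; nearly all actives have a fitted effect of over 60% in size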
# Target sequence (O15648 whole entry, looked up): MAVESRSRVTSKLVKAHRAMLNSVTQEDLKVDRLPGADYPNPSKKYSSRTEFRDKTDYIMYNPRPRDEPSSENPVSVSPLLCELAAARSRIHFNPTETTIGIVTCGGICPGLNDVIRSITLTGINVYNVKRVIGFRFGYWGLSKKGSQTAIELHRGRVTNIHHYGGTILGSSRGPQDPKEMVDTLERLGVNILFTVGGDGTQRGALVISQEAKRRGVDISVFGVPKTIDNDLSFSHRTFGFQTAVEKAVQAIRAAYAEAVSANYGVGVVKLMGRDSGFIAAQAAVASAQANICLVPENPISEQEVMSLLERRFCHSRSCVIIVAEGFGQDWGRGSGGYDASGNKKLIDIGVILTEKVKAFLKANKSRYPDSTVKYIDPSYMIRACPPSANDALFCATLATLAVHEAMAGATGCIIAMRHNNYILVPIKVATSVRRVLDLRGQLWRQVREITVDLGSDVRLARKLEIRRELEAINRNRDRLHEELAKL
#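 1.25 nM PFK with 0.5 mM F6P and 0.1 mM ATP in 0.1 M TEA pH 8.0, 5 mM MgCl2, incubated 45 min at room temperature; ADP measured by ADP-Glo luminescence; compounds titrated up to 57 uM.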
# ASM inhibitor: blocks human secretory acid sphingomyelinase. P17405. placental ASM, HMU-PC fluorogenic substrate, 60 min. Potency, µM (top dose mostly 57.5 µM), for the others: top-dose activity change, negative = inhibition, usual class: inhibitors. 340,000 tested, 0.006% active; note: potency is the fitted concentration of half-maximal effect
#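 Fluorogenic HMU-PC substrate (9 uM final) is turned over by placental ASM in 60 min at 37 C after a 10 min compound preincubation. Reaction ended by alkaline stop (pH 10), with fluorescence read at 386/447 nm.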
# The depositor's hits bear a star; ? = inconclusive; . = not tested or not shown; [ ] = dose if it differs, or a comment. Unless noted, calls come from the whole dose curve; as a rule, active = well fitted curve in the direction sought with a large enough effect; inconclusive = small, poorly fitted or top-dose-only effect, or another doubt; inactive = no such curve, though single readings can be large; an effect the other way counts as inactive or inconclusive.
SMILES,Giardia kill,B2AR arrestin,TSG101-PTAP inh,FBPA coupling cs,BCR signal inh,Menin MLL FP TR,Integrin act MD,PKM2 act,GALK inhibitor,Tb PFK inh,ASM inhibitor
CCOC(=O)CNC(=O)C1(c2ccccc2)CCCC1,11,-0.3%,-1%,2,?,0%,11%,5%,0%,2%,2%
CC(C)CNc1oc(-c2ccc(F)cc2)nc1C#N,34[activator],-0.3%,-5%,3,?,16%,0%,2%,1%,2%,2%
Cn1c(SCC(=O)N2CCc3ccccc3C2)nnc1-c1cccs1,-1,.,-8%,0,.,-13%,4%,0%,0%,.,-2%
Cc1ccc(NC(=S)N2CCN(S(=O)(=O)c3c(F)cccc3F)CC2)cc1C,-5,-0.2%,-4%,-2,-15%,-4%,-13%,-2%,3%,0%,-2%
CCOC(=O)C1CCN(C(=O)CCc2ccc(S(=O)(=O)NCC(C)C)cc2)CC1,-5,-0.2%,-6%,-1,4%,0%,0%,1%,-7%,-4%,2%
O=C(O/N=C1/CCCc2occc21)c1ccc(F)cc1,1,0.3%,-9%,-8,-7%,-5%,?,-26%,11%,3%,4%
COc1ccc(S(=O)(=O)Nc2nc3ccccc3nc2Nc2ccc3c(c2)OCO3)cc1,.,-0.4%,.,5,?,?,.,-20%,-2%,7%,.
COc1ccc(S(=O)(=O)Cc2ccc(C(=O)N3CCN(c4ccc(Cl)cc4)CC3)o2)cc1,-3,0.2%,-1%,1,-15%,1%[11.7 µM],-18%,18%,1%,-1%,-8%
Cc1ncoc1C(=O)Nc1ncc([N+](=O)[O-])s1,-87*,-0.1%,2%,1,?,20%,2%,-36%,7%,-1%,-5%
Cc1ccc(C)c(C(=O)CN2C(=O)CCC2=O)c1,22,0.6%,1%,0,-5%,13%,-9%,0%,-2%,-1%,-3%
Cc1oc2c(cc(NS(=O)(=O)c3ccc(Cl)cc3)c3ccccc32)c1C(=O)O,5,-0.1%,-5%,.,12%,.,9%,.,0%,1%,3%
CCn1c(SCC(=O)Nc2ccc(NC(C)=O)cc2)nc2c1c(=O)n(C)c(=O)n2C,-8,-1.1%,-3%,2,?,.,4%,.,2%,1%,16%
COc1ccc(CNC(=O)c2cccc(NC(=O)c3ccccc3)c2)cc1,21,0.0%,0%,-3,-1%,13%,-26%,-2%,4%,-7%,-4%
COc1ccc(CCNC(=O)C2CCN(C(=O)c3ccc(F)cc3)CC2)cc1,7,4.5%,-7%,0,3%,1%,-15%,6%[11.5 µM],6%,0%,-1%
Cc1cc2c(c(=O)n1Cc1ccccn1)C(C(C)C)C(C#N)=C(N)O2 (centres undefined),14,-0.6%,-5%,0,0%,12%,-17%,2%,-1%,1%,6%
O=[N+]([O-])c1ccc(O)c(C=Nc2ccc3c(c2)OCO3)c1,-12,-0.3%,7%,1,?,.,3%,-14%,0%,-16%,3%
COc1ccccc1NC(=O)NC1CCCCCCC1,9,-0.1%,-3%,.,2%,.,0%,-12%,0%,1%,-1%
CN(CCOc1ccc(-c2ccn(S(=O)(=O)c3c(Cl)cccc3Cl)n2)cc1)c1ccccn1,-6,0.2%,-4%,-3,-1%,18%,-26%,-11%,-1%,0%,0%
Cc1cc(OCC(O)CN(CCO)CCO)ccc1Cl (centres undefined),-3,-0.1%,-4%,-1,-5%,2%,6%,-1%,0%,-5%,4%
CCNc1nc(OC)nc(N(OC)S(=O)(=O)c2ccc(C)cc2)n1,6,0.4%,-1%,0,-4%,8%,4%,.,3%,-4%,3%
COCCNC(=O)C(=O)Nc1ccc(Cl)cc1C,3,-0.3%,-1%,0,-8%,-3%,-4%,2%,0%,-2%,1%
COc1ccc(OCC(=O)N2CCOCC2)cc1,-16,0.0%,-8%,4,7%,3%,19%,0%,0%,-7%,3%
CCOC(=O)/C(C#N)=C/Nc1ccsc1C(C)=O,-8,-0.4%,0%,1,?,.,42%,-4%,0%,3%,-4%
Cc1cccn2c(Nc3ccccc3)c(-c3ccccn3)nc12,-13,0.1%,0%,3,-1%,-5%,-20%,1%,-1%,-3%,0%
CC(C)C(=O)OCCN=C1NS(=O)(=O)c2ccccc21,8,-2.9%,0%,0,1%,-3%,41%,2%,0%,-3%,2%
COc1cc(/C=C(/NC(=O)c2ccccc2)C(=O)Nc2ccc(O)cc2)c([N+](=O)[O-])cc1OC,-15,-0.2%,-1%,4,-12%,10%,-15%,7%,1%,-6%,-1%
CC(=O)N1c2ccc(S(=O)(=O)NCCC(=O)Nc3ccc(F)cc3)cc2CC1C (centres undefined),-6,-0.3%,-5%,-1,-3%,15%,-32%,.,1%,-2%,-9%
O=C(NCc1ccccc1Cl)c1ccc2c(=O)n(CCCN3CCCC3=O)c(=S)[nH]c2c1,2,-0.3%,-1%,7,1%,16%,-8%,18%,1%,1%,-5%
CC(C)C(C(=O)Nc1ccc2c(c1)OCCOCCOCCOCCO2)N1C(=O)c2ccccc2C1=O (centres undefined),1,0.2%,0%,-2,4%,-8%,-16%,-3%,-2%,0%,2%
Cc1ccc(C2(C)NC(=O)N(CC(=O)NC(=O)NC3CCCC3)C2=O)cc1 (centres undefined),.,0.0%,.,4,?,14%,.,-4%,3%,22%,.
Cc1ccc(NC(=S)NCCCN2CCOCC2)cc1,-4,-0.2%,1%,2,3%,-1%,-25%,3%,1%,-4%,3%
O=C(N/N=C/C=C\c1cccc([N+](=O)[O-])c1)c1ccccn1,-6,2.7%,-1%,2,-16%,1%,0%,4%,0%,4%,-1%
CCOC(=O)C1=C(CC)OC(N)=C(C#N)C1c1ccc(NC(C)=O)cc1 (centres undefined),-10,-0.4%,-2%,-6,1%,-2%,0%,-3%,.,3%,4%
O=C(O)/C=C/C(=O)NNC(=O)c1ccc(Cl)cc1Cl,-11,-1.2%,-11%,0,?,-10%,-14%,10%,0%,0%,4%
COc1ccc([C@H]2CC(=O)C=C(c3ccc(F)cc3OCc3ccccc3)C2)cc1OC,3,-0.8%,-15%,.,0%,.,-27%,.,.,4%,-5%
CC(=O)CC(C)=NCCN=C(C)CC(C)=O,6,0.2%,-2%,4,-2%,-13%,-1%[7.66 µM],-4%,-1%,2%,2%
CCCC(=O)Nc1ccc2oc(-c3ccncc3)nc2c1,3,0.2%,-4%,1,5%,-1%,13%,0%,-2%,0%,30%[activator]
CC1CN(S(=O)(=O)c2cccc(C(=O)NCc3ccc4c(c3)OCO4)c2)CC(C)O1 (centres undefined),3,-0.2%,-2%,-1,-1%,13%,0%,6%,6%,0%,2%
CCOC(=O)N1CCN(c2ncnc3c2cnn3-c2ccc(OC)cc2)CC1,-5,0.2%,-3%,-7,?,3%,-20%,-1%,-1%,-1%,3%
N#Cc1ccccc1Sc1ccccc1C(=O)OCC(N)=O,-3,0.3%,-2%,-3,-1%,6%,2%,-7%,0%,1%,4%
CCC1CCc2[nH]nc(C(=O)O)c2C1 (centres undefined),0,-0.2%,-6%,-3,-1%,-2%,2%,-1%,1%,-1%,-2%
CCOC(=O)NC1(Nc2cccc(Cl)c2)Oc2ccccc2O1,-5,-0.1%,-1%,-5,?,-9%,-30%,-1%,1%,-5%,-3%
CC(C)CC(=O)N1CCN(Cc2ccc3ccccc3c2)CC1,-18,0.1%,-4%,3,-4%,-15%,0%,8%,2%,1%,-1%
CCOC(=O)CCCCC(=O)c1[nH]c(=O)[nH]c1C[n+]1ccccc1,.,-0.1%,.,2,-10%,0%,.,-2%,4%,-4%,.
CCCCN(CC)CCNC(=O)CN1C(=O)COc2ccc(S(=O)(=O)N3CCCC3)cc21,-10,2.7%,1%,6,?,5%,-7%,-18%,3%,-5%,1%
CN(O)/C=C/C(=O)c1ccc(Br)cc1,-15,0.5%,-1%,-1,0%,-7%,-7%,-1%,0%,0%,-2%
Cc1cccc(C)c1NC(=O)CNC(=O)c1c(C)nn(C)c1Cl,7,0.3%,-5%,0,3%,25%,-20%,-3%,-1%,-5%,1%
O=C(CNC(=O)c1ccncc1)Nc1ccc(F)c(F)c1,-1,0.6%,.,.,8%,.,14%,-1%,1%,0%,0%
COc1ccc(N2CCN(CCCNC(=O)Nc3ccccc3)CC2)cc1,9,0.4%,-8%,2,?,0%,-5%,-20%,1%,-3%,3%
O=C(CNC(=O)C1CCCCC1)Nc1ccc(Cl)cc1,-24,0.3%,-1%,0,3%,31%[activator],7%,-2%,1%,1%,-1%

# Screening data deposited in PubChem by National Center for Advancing Translational Sciences (NCATS).

# An excerpt; rates above refer to the full screens.
